Bioassay records as filed in PubChem BioAssay.
NTR1 agonist: agonists of NTR1, primary screen, imaging, U2OS cells, beta-arrestin-GFP, high content (AID 493036); P30989; NTR1-U2OS beta-arrestin-GFP spot imaging, agonist mode; activation, % at 20 µM; 330,000 tested, 0.17% active;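 active = activation at or above 40% of the spot to cytoplasm intensity ratio, with at least 20 cells analyzed; inconclusive = wells under 20 cells, flagged as cytotoxic or low count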;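 note: 0% = DMSO without peptide and 100% = 100 nM NTR1 peptide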
Target sequence (P30989 whole entry, looked up): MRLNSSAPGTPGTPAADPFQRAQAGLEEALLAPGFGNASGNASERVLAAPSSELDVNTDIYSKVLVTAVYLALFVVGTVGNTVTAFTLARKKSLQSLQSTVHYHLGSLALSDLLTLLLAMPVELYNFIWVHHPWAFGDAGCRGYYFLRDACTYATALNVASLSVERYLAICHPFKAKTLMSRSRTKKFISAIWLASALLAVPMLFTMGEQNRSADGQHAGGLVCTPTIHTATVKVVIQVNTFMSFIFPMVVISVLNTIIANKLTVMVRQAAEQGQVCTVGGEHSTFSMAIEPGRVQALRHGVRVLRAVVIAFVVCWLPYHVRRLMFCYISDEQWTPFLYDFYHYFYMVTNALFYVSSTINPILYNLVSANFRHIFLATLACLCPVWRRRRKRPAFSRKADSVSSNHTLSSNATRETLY
NS5 inhibitors: flavivirus cap methylation enzyme inhibition – biochemical, confirmation dose response, primary screen (AID 588689); Dengue-2 NS5 methyltransferase capping enzyme assay, biochemical; higher % means a stronger effect; one-dose inhibition, % at 25 µM; IC50 in µM for titrated hits; 340,000 tested, 0.3% active; in the data active = a potency from the dose series; inconclusive = inhibition above about 29% without an active follow-up result
K1F lysis inhibition: protection from phage-mediated lysis, alamar blue read-out – E. coli UTI89, K1F phage, bacterial capsule biogenesis inhibitors (AID 488966); E. coli UTI89 K1F phage lysis, alamar blue, 2 h; higher % means a stronger effect; inhibition, % at 100 µM; hits with a dose series show IC50 in µM; 340,000 tested, 0.02% active;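 active = phage lysis inhibition, versus mean bacterial control, above a set limit; inconclusive = no clear call, values can overlap the other calls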;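 note: capsule biogenesis inhibitors block K1F phage lysis so surviving cells raise fluorescence; higher fluorescence means more inhibition of phage lysis; actives were called in the ten point dose series up to 300 µM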
T cell HTS: T cell immune modulation candidate; 2C CD8+ T cell-vesicle binding, flow cytometry; stronger effect = lower value; calls only at 7 µM; 330,000 tested, 0.068% active; AID 2052;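 active = response, share of CD8 T cells binding vesicles, and their 90th percentile fluorescence all below set limits, cut at about 80% in these data, passing the limit was not always enough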
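Benchmarks: naked versus QL9-loaded vesicles / Assay system: purified 2C TCR transgenic mouse naive CD8+ T cells / Technique: high-throughput flow cytometry with anti-B7-1 and anti-CD8 staining / Timing: Cell–vesicle co-incubation 1.5 h at 37 °C, staining 20 min on ice / Read-out: percent CD8+ FL2 mean versus row control / Probe or stimulus: QL9-loaded Drosophila micro-vesicles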
PhoP inhibition: PhoP-dependent GFP reporter repression – Salmonella Typhimurium, primary screen (AID 1863); S. Typhimurium PhoP-regulated promoter GFP reporter, 4 h; higher % means a stronger effect; inhibition, % at 50 µM, or IC50 in µM where a hit was titrated; 300,000 tested, 0.16% active;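 active = inhibition over 29.93%, a cutoff 3 SD above the screen mean, later confirmed by dose response; inconclusive = inhibition over 29.93% but no dose response follow-up; inactive = inhibition at most 29.93% or unconfirmed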;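 note: 0% = low Mg2+ inducing control and 100% = high Mg2+ repressing control; strong numbers were not always called active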
SV40 large T antigen: TAg ATPase/helicase activity blockers – biochemical (AID 1903) | SV40 large T antigen ATPase/helicase inhibition assay; higher % means a stronger effect | inhibition, % at 20 µM; hits with a dose series show IC50 in µM | 310,000 tested, 0.39% active; in the data active = a potency from the dose series; inconclusive = inhibition mostly from about 32% at the one dose, without a potency; inactive = the rest, 99 in 100 with inhibition below about 32%; note: strong numbers were not always called active
West Nile virus CPE: inhibition of WNV-induced cytopathic effect – cell-based, CPE readout (AID 1621); 290,000 tested, 0.02% active; West Nile virus-infected cells, CPE inhibition; higher % means a stronger effect; CPE inhibition, % at 10 µM, or IC50 in µM where a hit was titrated; in the data active = a potency from the dose series; inconclusive = CPE inhibition mostly from about 3.7% at the one dose, without a potency; inactive = the rest, 99 in 100 with CPE inhibition below about 2.2%; note: strong numbers were not always called active
RSV CPE inhibition: inhibition of RSV-induced cytopathic effect – HEp-2 cells, primary 10 µM value included (AID 2391). HEp-2 cells, RSV-induced CPE inhibition; higher % means a stronger effect. 310,000 tested, 0.13% active. CPE inhibition, % at 10 µM, or IC50 in µM where a hit was titrated; in the data active = a potency from the dose series; inconclusive = CPE inhibition mostly from about 23% at the one dose, without a potency; inactive = the rest, 99 in 100 with CPE inhibition below about 21%; note: strong numbers were not always called active
Rac1 GTP hydrolysis: MgcRacGAP GTPase-activating activity inhibitors, confirmation, biochemical, ADP Hunter fluorescence. MgcRacGAP-stimulated Rac1 GTP hydrolysis, ADP Hunter fluorescence; higher % means a stronger effect; GST-tagged Rac1 F28L mutant substrate. inhibition, % at 30 µM, or IC50 in µM where a hit was titrated. 340,000 tested, 0.6% active;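 active = first-screen hits whose inhibition reached a set limit at any dose in the follow-up dose series; inconclusive = inhibition above the set first-screen limit but never retested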;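 note: fluorescence reports GDP produced by GAP-driven GTP hydrolysis; strong numbers were not always called active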
T cell HTS vesicle-bound %: recorded beside T cell HTS, whose call it bears; double positive events, %; measured here: CD8+ vesicle-bound cell fraction;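 binding gate set so that unloaded-vesicle control wells show 10% double positive cells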
NTR1 agonist cell count 20 µM: second read-out of NTR1 agonist, no call of its own (marks repeat the call); cell count; measured here: cell count, cytotoxicity flag
NS5 inhibitors pilot replicate: also measured in NS5 inhibitors; calls as there; inhibition, %; measured here: pilot screen replicate inhibition
* hit, by the source's call; i = inactive; ? = inconclusive; · = not tested or not shown; [ ] = dose if it differs, or a comment. Outcome played no part in choosing rows; 1.5% or so of the library scored in one or more.

SMILES	NTR1 agonist	NTR1 agonist cell count 20 µM	NS5 inhibitors	K1F lysis inhibition	T cell HTS	T cell HTS vesicle-bound %	PhoP inhibition	SV40 large T antigen	West Nile virus CPE	RSV CPE inhibition	Rac1 GTP hydrolysis	others
Cc1onc(-c2ccccc2Cl)c1C(=O)OCC(=O)N1CCCc2ccccc21	3.0	66	-6%	-0.2%	i	42	1%	19%	0.5%	16%	4%
O=C(/C=C/c1cccc(C(F)(F)F)c1)N1CCN(c2ccccn2)CC1	0.5	68	-5%	0.0%	i	59	-2%	5%	-0.6%	8.4%	4%
CCOC(=O)/C(C#N)=C/c1cn(CCC(=O)O)nc1-c1ccccc1	0.8	56	-8%	3.7%	i	25	-7%	8%	0.1%	1.6%	9%
Cc1cc(C)nc(SCc2ccc(C(=O)N/N=C/C3CCCCC3)cc2)n1	0.0	82	-1%	0.1%	i	56	-11%	6%	-1.1%	0.8%	8%
COc1ccc(S(=O)(=O)N2CCC(NC(=O)C(Cc3cccc(OC)c3OC)NC(C)=O)CC2)cc1 (stereo not given)	0.8	47	·	·	i	52	6%	-2%	0.1%	0.7%	·
O=C(Nc1cccc([N+](=O)[O-])c1)N1CCc2ccccc2C1	0.6	49	-5%	0.2%	i	58	4%	11%	-0.9%	13%	8%
NC1=NC(=O)/C(=C/c2cc(Br)c(O)c(Br)c2)S1	0.9	84	-55%	0.3%	i	26	-1%	23%	-0.7%	6.7%	19%
CC(=O)NC1=C(NC2CCS(=O)(=O)C2)C(=O)c2ccccc2C1=O (stereo not given)	-0.1	71	21%	-0.5%	i	40	15%	6%	-1.0%	0.9%	8%
Nc1ccc(NC2C[C@@H](C(=O)O)NC2=O)cc1 (stereo not given in full)	1.7	93	-6%	0.2%	i	60	4%	7%	0.3%	1.3%	5%
C=CCN(CC(=O)NCc1ccc(OC)cc1)C(=O)c1csnn1	4.7	76	6%	0.0%	i	52	12%	5%	-0.3%	1.2%	3%	NS5 inhibitors pilot replicate=-4.5
Cc1cc(C)c2sc(N(CCCN(C)C)C(=O)COc3ccc(Cl)cc3)nc2c1	17	50	-2%	-0.6%	i	14	6%	5%	0.6%	-0.9%	4%
COc1ccccc1OCCSc1nc2ccc([N+](=O)[O-])cc2s1	1.8	43	-1%	2.7%	i	20	-8%	20%	-0.9%	1.7%	3%
COc1ccc(S(=O)(=O)N(C)c2ccc(C(=O)N3CCOCC3)cc2)cc1	0.3	55	0%	0.1%[50 µM]	i	20	1%	6%	0.2%	1.8%	9%
COc1ccc(C(=O)N/C(=C\c2ccc(OC)c(OC)c2)C(=O)N2CCCCC2)cc1	-1.0	58	-1%	0.0%	i	20	-2%	9%	-0.4%	3.4%	6%
Cn1c(SCc2ccccn2)nnc1-c1ccncc1	-0.6	71	0%	7.0%	i	58	-1%	17%	-0.4%	0.4%	10%
CCCCOc1ccc(-c2c(C(=O)Nc3ccccc3)c(C)[nH]c(=S)c2C#N)cc1	3.4	87	-4%	0.3%	i	36	-7%	18%	-0.8%	?	2%
CCOc1ccc(NC(=O)CSc2ccc(-c3ccccn3)nn2)cc1	-1.9	49	-3%	1.0%[50 µM]	i	50	-6%	1%	-0.2%	2.1%	8%
CSc1cccc(NC(=O)CN(C)S(=O)(=O)c2ccc(C)cc2)c1	0.2	46	9%	-1.0%	i	11	6%	3%	0.2%	-0.5%	7%
COc1ccccc1COC(=O)CN1C(=O)NC2(CCCCC2C)C1=O (stereo not given)	0.0	58	5%	2.0%[50 µM]	·	·	·	·	·	·	1%
O=C(CCS(=O)(=O)c1ccccc1)N1CCCc2ccccc21	-1.3	75	-22%	0.0%	i	63	6%	11%	-1.2%	2.6%	6%
CCN1C(=O)c2ccccc2Sc2ccc(C(=O)NCCC(C)C)cc21	1.5	83	-2%	0.2%	i	29	-3%	18%	-1.3%	13%	4%
CCOC(=O)c1c2c([nH]c(=S)c1C#N)CCCC2	0.8	43	-11%	0.1%	i	16	-14%	24%	0.9%	1.2%	17%
CCc1ccc2[nH]c(=O)c(C(c3nnnn3Cc3ccco3)N3CCC(C)CC3)cc2c1 (stereo not given)	13	80	13%	0.3%	i	56	1%	25%	0.1%	14%	10%	NS5 inhibitors pilot replicate=-1.5
CC(=O)c1ccc(NC(=O)c2ccc(N3CCCC3=O)cc2)cc1	0.6	66	-7%	1.1%[50 µM]	·	·	·	·	·	·	5%
COc1cccc(CNCCNC(=O)c2nonc2N)c1	2.0	49	-2%	3.5%	i	43	8%	-2%	-0.3%	0.5%	-3%
C=CCNC(=S)Nc1ccc(Cl)cc1	-1.0	30	1%	-1.6%	i	57	-1%	7%	-0.2%	1.2%	3%
Cc1nccn1CCOc1ccccc1Cl	-0.2	70	-5%	-0.8%	i	60	10%	11%	-0.5%	2.1%	7%
COc1ccc(C2c3cc(OC)c(OC)cc3CCN2S(C)(=O)=O)cc1OC (stereo not given)	0.2	89	·	·	·	·	-1%	-6%	-1.3%	·	·
N#Cc1c(NC(=O)C2CCCO2)sc2c1CCCCCC2 (stereo not given)	3.4	69	-3%	0.7%[50 µM]	i	20	1%	18%	-1.1%	8.7%	11%
N#CCCN(Cc1cccnc1)C(=O)Nc1ccccc1	-0.3	82	-4%	0.2%	i	12	-6%	20%	0.4%	3.6%	4%
CNC(=O)COC(=O)c1cccc(S(=O)(=O)N2CCN(c3ccc(F)cc3)CC2)c1	2.0	46	-5%	0.2%	i	35	-6%	15%	0.8%	1.0%	10%
Cc1ccc(-c2cc(C(=O)N/N=C/c3ccccc3)n[nH]2)o1	-1.0	29	0%	0.2%	i	5	8%	1%	-0.1%	1.0%	14%
Cc1ccc2nc(NC(=O)c3ccc(Cn4cc(Cl)cn4)o3)sc2c1	-4.0	80	-9%	0.0%	i	47	-6%	2%	-0.2%	16%	1%
COc1ccc(NC(=O)CC2Oc3ccccc3NC2=O)cc1 (stereo not given)	0.6	55	-5%	-7.0%	i	34	-9%	-1%	-0.5%	-0.2%	3%
Cc1nc2ccc(S(=O)(=O)NC(C(=O)N3CCCC3)C(C)C)cc2s1 (stereo not given)	1.2	72	-5%	1.7%	i	16	-4%	-1%	-1.2%	-1.4%	0%
COc1ccccc1CCc1nnc(CCC(=O)NC(C)Cc2ccsc2)o1 (stereo not given)	0.4	64	8%	0.3%	i	28	-8%	0%	-1.1%	-0.1%	-5%
CCOc1cccc(-c2nnc3sc(COc4ccc(Cl)cc4)nn23)c1	0.7	43	-1%	0.5%	i	23	2%	10%	0.6%	-0.2%	10%
COc1ccc(C(=O)NC(C)CCc2ccccc2)cc1 (stereo not given)	0.2	59	-6%	0.9%	i	51	6%	0%	-0.6%	1.1%	10%
COc1ccc(NC(=O)c2ccco2)c(OC)c1	0.4	40	8%	1.3%	i	19	8%	13%	0.4%	1.7%	10%
O=C(c1c(F)cccc1Cl)N1CCN(S(=O)(=O)c2ccc3c(c2)OCCCO3)CC1	-0.3	65	2%	0.8%	i	34	-6%	24%	-0.1%	7.3%	4%
CCOC(=O)c1ccc(-n2c(CN(CC)CC)nc3ccc([N+](=O)[O-])cc3c2=O)cc1	0.1	47	-1%	0.2%	i	29	3%	12%	-0.5%	-0.8%	-8%
C=CCNc1nc(Nc2ccc(OC)cc2)nc(OC)n1	4.8	85	-2%	0.0%	i	36	3%	4%	-0.4%	2.4%	9%
COC(=O)CC1COc2ccccc2N1C(=O)c1ccc(Cl)cc1 (stereo not given)	0.0	86	-3%	0.6%	i	32	2%	-3%	-1.5%	5.2%	3%
CCOC(=O)c1c(C)[nH]c(C)c1S(=O)(=O)NCC1CCN(Cc2ccc(C)cc2)CC1	0.5	64	-9%	0.5%	i	34	-2%	11%	-0.3%	0.3%	9%
Cc1cccc(/C=N\Nc2nnc(-c3ccccc3)c(=O)[nH]2)c1	1.6	36	-4%	2.2%	i	44	2%	-6%	0.3%	0.6%	5%
COc1ccccc1NC(=S)NNC(=O)c1ccccc1Br	-2.1	80	-1%	0.0%	i	36	-20%	29%	-1.0%	1.2%	10%
COc1cc(C(=O)NCc2ccc(C(=O)NCC(OC)OC)cc2)cc(OC)c1OC	-0.6	53	-3%	0.1%	i	45	3%	19%	0.0%	-0.3%	1%
Cc1ccc(NC(=O)C(c2ccccc2)C2CCCC2)cc1 (stereo not given)	·	·	-6%	0.8%	·	·	-12%	5%	-0.6%	·	5%
Cc1ccccc1CCNC(=O)Cn1nc(C)c2c(C)n(-c3ccccc3)nc2c1=O	-0.4	79	3%	0.1%	i	18	4%	-12%	0.1%	0.1%	0%
O=C(Cn1cc([N+](=O)[O-])cn1)Nc1ccn(Cc2c(F)c(F)c(F)c(F)c2F)n1	-1.8	51	3%	2.5%	i	20	5%	17%	-0.7%	0.6%	-2%
COc1ccc2nc(C)cc(Sc3nc4ccccc4s3)c2c1	8.6	86	-5%	-0.2%	i	33	2%	-1%	0.2%	-2.2%	7%
CCc1ccc(-c2ccc3nnc(SC)n3n2)cc1	1.4	58	-11%	0.8%	i	41	-9%	10%	0.1%	?	9%
COc1cc(OC)c(OC)cc1CNc1nnnn1C	-0.1	67	·	1.5%	i	45	6%	2%	0.1%	-0.3%	13%
CCCCC(=O)N1CCN(c2nc(-c3ccc(F)cc3)cs2)CC1	2.0	50	-6%	0.1%	·	·	·	·	-1.0%	·	-7%	NS5 inhibitors pilot replicate=2.1
COc1ccc(C(=O)CSc2cc(C)nc(SCC(=O)c3ccc(C)cc3)n2)cc1	5.5	49	7%	0.7%	i	5	0%	-12%	-0.3%	0.8%	2%

Looked up one by one from the entries so far:
SMILES	NTR1 agonist	NTR1 agonist cell count 20 µM	NS5 inhibitors	K1F lysis inhibition	T cell HTS	T cell HTS vesicle-bound %	PhoP inhibition	SV40 large T antigen	West Nile virus CPE	RSV CPE inhibition	Rac1 GTP hydrolysis	others
O=C(Cn1cc([N+](=O)[O-])cn1)Nc1ccn(Cc2c(F)c(F)c(F)c(F)c2F)n1	-1.8	51	3%	2.5%	i	20	5%	17%	-0.7%	0.6%	-2%
CCc1ccc(-c2ccc3nnc(SC)n3n2)cc1	1.4	58	-11%	0.8%	i	41	-9%	10%	0.1%	?	9%
